KCNH2 3.1 block: blocks the human KCNH2 3.1 channel isoform | activity change, % (tested at about 1.8 µM) | U2OS KCNH2 3.1, thallium flux FluxOr; hits give low values | 0.95% of 340,000 active;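 active means maximum activity change below -70%; inconclusive means maximum activity change from -70% to -50%; inactive means maximum activity change above -50%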;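 further: thallium influx rate constant from kinetic fluorescence after stimulation buffer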
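U2OS cells transduced with KCNH2 3.1 mutant virus (1.77 x 10^8 /mL, 4 h), plated overnight at 37 C, loaded 45 min with FluxOr dye plus Red40 quencher. Thallium flux rate constant from kinetic reads after stimulation buffer, normalised to controls.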
GALK inhibitor: blocks human galactokinase activity | 0.007% of 270,000 active | P51570 | Potency, µM (doses to about 57.5 µM), inactives show top-dose activity change, negative = inhibition, usual class: inhibitors | Purified GALK, Kinase-Glo residual ATP luminescence | AID 1868; further: potency means the concentration at half of the fitted maximal effect
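ATP-depletion format; final 35 uM ATP, 100 uM D-galactose, 5 nM enzyme; pH 8.0 HEPES/Mg2+ buffer; 60 min RT; luminescence read 10 min after detection reagent.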
BCR signal inh: inhibitors of chronic active B-cell receptor signaling; ABC-DLBCL IkBa-CBG/CBR reporter, luminescence ratio, 4 h; Potency, µM (highest dose often 46.1 µM), without a hit: top-dose ratio change, negative = lower green/red ratio, most hits filed as inhibitors; 0.05% of 340,000 active; AID 493014; active means well fitted inhibition curve with a large enough effect in the signal ratio, with a control signal flat, not every such curve was filed as active; inconclusive means small, poorly fitted or top-dose-only effect, or effect the other way, or a change in a side signal; the % refers to the signal ratio;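 further: potency means the concentration at half of the fitted maximal effect; plate controls were basal doxycycline-induced cells for no effect and cells given 10 µM MG132 for full effect; MG132 reads +100%, hits lower the ratio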
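TMD8 human ABC-DLBCL cells with doxycycline-inducible IκBα–green luciferase fusion and unfused red luciferase, in 0.5% FBS medium; compounds up to 46 uM, 4 h at 37C. Green/red luminescence ratio, filter-overlap corrected, fitted to concentration-response curves.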
KCNH2 WT inh: inhibitors of human wildtype KCNH2 potassium channel; Q12809; U2OS, BacMam KCNH2, thallium flux FluxOr; hits give low values; activity change, % at 1.84 µM; 0.37% of 340,000 active;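 active means maximum activity change below -70%; inconclusive means maximum activity change between -70% and -50%; inactive means maximum activity change above -50%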
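U2OS cells transduced with wild-type KCNH2 virus are loaded with FluxOr dye for 45 min, and thallium flux is measured in kinetic reads before and after stimulation buffer. Rate constants are normalized to DMSO controls.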
uPA surface inh: inhibitors of cell surface uPA generation; cell surface uPA generation assay, qHTS; Potency, µM (top dose mostly 38.3 µM), inactives show at the highest dose activity change, negative = inhibition, actives largely listed as inhibitors; 0.31% of 330,000 active; AID 540303; active means well fitted inhibition curve with a large enough effect; inconclusive means small, poorly fitted or top-dose-only effect; inactive means no such curve, though single readings can be large or run the other way; tested in mouse RAW 264.7 cells; further: potency means the concentration at half of the fitted maximal effect; nearly all actives have a fitted effect of over 55% in size
Eya2 phos inh: inhibitors of human Eya2 phosphatase activity; recombinant Eya2, OMFP fluorescence dephosphorylation (OMFP is methylfluorescein phosphate); O00167; Potency, µM (titrated, usually from 76.9 µM), without a hit: at the highest dose activity, negative = inhibition, hits mostly inhibitors; 0.006% of 330,000 active; further: potency means the concentration at half of the fitted maximal effect
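Eya2 protein (added as 0.2 uM solution) was preincubated with compound for 10 min at ambient temperature in 50 mM HEPES pH 7.5, 50 mM NaCl, 5 uM MgCl2, 0.05% BSA, 1 mM DTT. OMFP (added at 50 uM) then reacted 10 min; fluorescence read at 485/525 nm.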
PKM2 activator: increases activity of human pyruvate kinase M2; 0.34% of 260,000 active; purified PKM2, Kinase-Glo ATP luminescence, activation; response scale: 0% is enzyme alone, no compound; P14618; Potency, µM (top dose mostly 57.5 µM), inactives show top-dose activation, actives largely listed as activators; AID 1631; further: potency means the concentration at half of the fitted maximal effect; nearly all actives have a fitted effect of over 55% in size
Target sequence (P14618 whole entry, looked up): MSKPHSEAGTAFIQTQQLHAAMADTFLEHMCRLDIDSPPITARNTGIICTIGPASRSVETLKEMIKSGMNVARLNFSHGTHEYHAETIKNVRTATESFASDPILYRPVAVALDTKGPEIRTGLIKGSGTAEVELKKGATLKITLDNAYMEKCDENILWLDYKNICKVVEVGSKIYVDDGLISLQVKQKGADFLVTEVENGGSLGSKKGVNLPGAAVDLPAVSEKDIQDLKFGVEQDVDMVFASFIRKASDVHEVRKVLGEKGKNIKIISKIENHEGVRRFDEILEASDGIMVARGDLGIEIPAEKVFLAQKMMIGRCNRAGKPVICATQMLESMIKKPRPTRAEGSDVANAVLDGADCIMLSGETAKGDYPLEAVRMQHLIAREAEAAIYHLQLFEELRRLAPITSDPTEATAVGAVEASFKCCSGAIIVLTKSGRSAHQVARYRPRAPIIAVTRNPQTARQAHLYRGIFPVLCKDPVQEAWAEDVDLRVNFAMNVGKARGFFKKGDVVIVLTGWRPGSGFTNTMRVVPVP
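ATP formation by purified human PK-M2, quantified via coupled luciferase luminescence after 1 h at room temperature with 0.1 mM ADP and 0.5 mM PEP final.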
Coupling enz: coupling enzyme interference in Giardia aldolase counter-screen | coupling enzyme system counterscreen, AmpLite Red fluorescence | activity change, negative = inhibition, % at 58.2 µM, hits read low | 0.67% of 290,000 active; in the data active means activity change below about -30%
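Counterscreen lacking aldolase: glyceraldehyde-3-phosphate coupling-enzyme reagent preincubated 10 min at RT with compound (at 57.5 uM final), then substrate/coupling system with AmpLite Red added; fluorescence read at 525/598 nm after 20 min RT.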
Giardia killer: kills Giardia lamblia | Giardia lamblia trophozoite viability | activity change, % at 7.66 µM, hits read low | 0.15% of 340,000 active | AID 540267; in the data active means activity change below about -80%; inconclusive means between about -30% and that limit;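 further: parasites exposed to compound for two days anaerobically before the ATP read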
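Luminescence from cellular ATP indicates surviving trophozoites (100 cells/well) following 48 hrs anaerobic compound treatment at 37 deg C; signal develops 15-30 min at room temperature.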
B2AR arrestin: recruits beta-arrestin to the human beta2-adrenergic receptor. Potency, µM (highest dose often 46.1 µM), inactives show at the highest dose activation, most hits filed as activators. beta-arrestin recruitment to beta2AR, cell-based reporter. P07550. AID 492947. 0.02% of 330,000 active;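 further: potency means the concentration at half of the fitted maximal effect; 0% = DMSO controls and full agonism = EC100 isoproterenol or metaproterenol; nearly all actives have a fitted effect of over 65% in size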
Target sequence (P07550 whole entry, looked up): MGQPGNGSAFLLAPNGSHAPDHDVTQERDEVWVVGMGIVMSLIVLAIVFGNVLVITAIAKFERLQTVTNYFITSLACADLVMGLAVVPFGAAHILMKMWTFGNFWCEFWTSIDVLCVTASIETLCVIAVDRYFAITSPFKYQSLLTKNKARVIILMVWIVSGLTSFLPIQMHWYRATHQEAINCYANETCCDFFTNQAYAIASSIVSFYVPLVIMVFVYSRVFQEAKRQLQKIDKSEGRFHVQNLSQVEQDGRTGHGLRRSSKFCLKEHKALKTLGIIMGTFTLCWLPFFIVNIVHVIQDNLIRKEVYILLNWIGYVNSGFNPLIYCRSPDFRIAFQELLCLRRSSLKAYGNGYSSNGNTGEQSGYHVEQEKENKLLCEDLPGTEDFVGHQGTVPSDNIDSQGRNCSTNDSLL
USP2a block: inhibitors of human ubiquitin-specific protease USP2a; 0.01% of 330,000 active; Potency, µM (series often up to 38.3 µM), without a hit: at the highest dose activity change, negative = inhibition, hits mostly inhibitors; O75604; USP2 core, Ub-CHOP2 coupled fluorogenic reporter, 485/531;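 further: potency means the concentration at half of the fitted maximal effect; plate controls were DMSO wells for no effect and full inhibition by NEM control for full effect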
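USP2 core (10nM final) preincubated 30min RT with compound in 20mM Tris-HCl pH 8.0, 2mM CaCl2, 2mM beta-mercaptoethanol, 0.05% CHAPS; 25nM Ub-CHOP2 plus 25nM reporter substrate added, fluorescence (Ex485/Em531) read after 60min.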
The depositor's hits bear a star; ? = inconclusive; . = no result given; & = joins results of further samples; [ ] = another dose, or the depositor's remark. Unless noted, the call rests on the fitted dose curve; in most records, active means well fitted curve in the direction sought with a large enough effect; inconclusive means small, poorly fitted or top-dose-only effect, or another doubt; inactive means no such curve, though single readings can be large; an effect the other way counts as inactive or inconclusive. Unless noted, on the % scale 0 is the no-effect control and ±100 the full control effect.

SMILES | KCNH2 3.1 block | GALK inhibitor | BCR signal inh | KCNH2 WT inh | uPA surface inh | Eya2 phos inh | PKM2 activator | Coupling enz | Giardia killer | B2AR arrestin | USP2a block
CC1=NN(c2ccccc2)C(=O)/C1=C/c1cccc(C)c1 | 13 | -2% | 12% | 1 | 2% | 2% | . | 3 | 5 | -0.6% | 3%
O=S(=O)(Nc1ccc2ccccc2n1)c1ccc2c(c1)CCO2 | -8 | 1% | -12% | -2 | 1% | 5% | 11µM* | 6 | -6 | 2.8% | 3%
Cc1ccc(S(=O)(=O)NCCC(=O)NCc2ccco2)cc1 | 5 | . | -5% | 23 | 3% | -5% | 13% | 2 | 9 | -0.2% | -5%
S=C(NCc1cccs1)NCC1CCCO1 (stereo not given) | 11 | -2% | 1% | -3 | . | 3% | -1% | 1 | -21 | 2.9% | 0%
CN(C)c1ccc(N=Nc2ccccc2C(=O)OCC(=O)Nc2ccccc2C(F)(F)F)cc1 | . | 1% | 1% | -32 | -12% | -2% | 0% | -1 | ? | -2.2% | 4%
CC1CCCCN1C(=O)COC(=O)c1ccc2ccccc2n1 (stereo not given) | 1 | . | 4% | -12 | 1% | 2% | . | . | -24 | 3.8% | 5%
C/C(=N\N1CCN(Cc2ccc(C)cc2)CC1)c1ccco1 | -11 | . | 1% | 48 | 10% | 5% | 2% | 2 | -3 | 0.4% | 3%
COc1cccc(COC(=O)c2sc3nc4n(c(=O)c3c2C)CCC4)c1OC | 4 | . | 2% | 9 | 6% | 12% | . | . | 13 | -0.1% | -9%
Cc1ccc(N2C(=O)N3[C@@H]4c5ccccc5OC[C@@H]4[C@@H](c4ccccc4)[C@@]3(C)C2=O)cc1 | -1 | . | 0% | -2 | 18% | -33% | . | . | 14 | 0.0% | 5%
Cc1ccc(S(=O)(=O)NCCSc2nnc(N)s2)cc1 | 6 | 0% | 0% | 16 | 7% | -39% | -2% | -6 | 4 | -0.4% | -1%
Cc1nn(CC(=O)NCCN2CCOCC2)c(=O)c2cc3sccc3n12 | -8 | 5% | -1% | 4 | 10% | 4% | . | . | -29 | -0.5% | 2%
COc1ccccc1CN1C[C@@H]2C[C@@H](c3ccc(C)cc3)N3CCC[C@@]23C1=O | -2 | -4% | 1% | -15 | 0% | 4% | -2% | -4 | 30 | -0.2% | 1%
CCOC(=O)CNC(=O)Cn1cnc2ccc(S(=O)(=O)N3CCC(C)CC3)cc2c1=O | -26 | -1% | 5% | -2 | 3% | 1% | 5% | -2 | 18 | -0.2% | 2%
Cc1nc2sccn2c(=O)c1S(=O)(=O)NCC1CCN(Cc2ccccc2Cl)CC1 | -13 | -2% | -1% | -4 | -6% | 7% | . | 0 | 14 | 0.0% | 2%
COc1ccc(NC(=S)NNc2ccc([N+](=O)[O-])cc2S(=O)(=O)Nc2ccc(C)cc2C)cc1 | -21 | -1% | ? | -2 | -10% | -12% | -28% | -2 | 6 | 3.7% | -8%
COc1cccc(CC(=O)Nc2ccc3c(c2)OC2(CCCC2)O3)c1 | 4 | . | ? | -4 | -23% | -8% | . | . | 11 | 2.6% | 3%
O=C(N/N=C/c1cccc(O)c1)c1ccccc1O | 21 | 0% | ? | ? | -3% | -6% | -3% | -1 | -5 | -0.2% | 0%
COc1cccc(NC(=O)CN(C)C(=O)c2ccccc2Sc2ccccc2C#N)c1 | 3 | . | 0% | 3 | -6% | -10% | . | . | -28 | -0.3% | 0%
COC(=O)[C@H](CC(C)C)NC(=O)Nc1ccc(F)cc1 | -7 | 0% | 1% | -3 | -2% | 6% | -7% | 2 | 4 | 0.1% | 2%
CCOC(=O)Cc1csc(NC(=O)CN2C(=O)c3ccccc3S2(=O)=O)n1 | 15 | 0% | -2% | 2 | 3% | 0% | 27% | 3 | 22 | 0.1% | 1%
COC(CN(C(=O)CCl)C(C(=O)NC1CCCCC1)c1ccccc1C)OC (stereo not given) | 11 | 4% | ? | 10 | -10% | 1% | -1% | 0 | -5 | -0.8% | 1%
N/N=C1\CCCc2nonc21 | -10 | 6% | 10% | -8 | -6% | -4% | -5% | 5 | -7 | -0.4% | 1%
Cc1cccc(NC(=O)c2cccc(C(F)(F)F)c2)c1 | -22 | -8% | ? | . | 22% | -15% | -6% | -8 | ? | -0.7% | 2%
CC1(OC(=O)C2CCCC2)C(=O)C=C2C=C(c3ccsc3)N(Cc3ccco3)C=C2C1=O (stereo not given) | 7 | -1% | ? | 4 | -8% | -1% | -9%[11.5 µM] | -2&-4 | 4 | 0.2% | 1%
NC(=O)/C(=C\c1ccccc1)NC(=O)c1ccc(NC(=O)c2ccccc2)cc1 | 13 | -3% | 5% | -16 | 18% | -3% | -7% | -1 | -22 | -0.4% | 2%
COc1ccc(CCN(Cc2cc3cc(C)ccc3[nH]c2=O)C(=O)N2CCCC2)cc1OC | -3 | -2% | -19% | 5 | -3% | -9% | -10% | 0 | 3 | 0.2% | -10%
Cc1cccc(NC(=O)CCn2ccnc2C)c1 | 8 | -2% | 1% | -10 | -6% | -10% | 7% | 2 | 15 | 0.0% | 1%
COc1ccc(S(=O)(=O)N(C)C[C@H]2Oc3ccc(NC(=O)C4CC4)cc3C(=O)N([C@H](C)CO)C[C@@H]2C)cc1 | -4 | . | ? | 2 | 3% | -1% | . | . | -7 | -0.1% | 5%
Cc1cccc(NC(=O)NC2(C)CCS(=O)(=O)C2)c1 (stereo not given) | -2 | 0% | -2% | 3 | -1% | 3% | -1% | 1 | 10 | 0.1% | 0%
COCCNC(=O)C(c1ccco1)N(C(=O)Cn1nnc2ccccc21)c1ccccc1C (stereo not given) | 12 | 1% | 14% | -6 | 1% | 14% | 4% | 0 | 26 | -0.2% | 2%

Results in Eya2 phos inh, for some of the entries so far:
SMILES	Eya2 phos inh
N/N=C1\CCCc2nonc21	-4%
Cc1cccc(NC(=O)c2cccc(C(F)(F)F)c2)c1	-15%

The results go on.
SMILES | KCNH2 3.1 block | GALK inhibitor | BCR signal inh | KCNH2 WT inh | uPA surface inh | Eya2 phos inh | PKM2 activator | Coupling enz | Giardia killer | B2AR arrestin | USP2a block
Cc1cc(C)[n+]2n1C(=O)C(c1ccccc1)=C2[O-] | 4&-6 | -2%&1% | ? | 2&3 | -2%&8% | 12%&3% | -1%&1% | 3&2 | 5&28 | -0.2%&-0.9% | 0%&-3%
CC(=O)Nc1ccc(S(=O)(=O)NNC(=O)C2CCCCC2)cc1 | -9 | -6% | -2% | -7 | -2% | -11% | . | . | -4 | -0.1% | 2%
COc1cc(C(=O)Nc2ccc(C)cn2)c([N+](=O)[O-])cc1OC | -4 | 10% | 1% | -14 | -4% | 1% | 38% | -4 | 10 | 0.3% | 4%
CCOC(=O)c1cn[nH]c1C(F)(F)F | 9 | 0% | -1% | 1 | 4% | 10% | -1% | -1 | 5 | -0.8% | 0%
Cc1ccc(C)n1-c1ccc(-c2ccn[nH]2)cc1 | -5 | 7% | -9% | 9 | -6% | 0% | -6% | 1 | -17 | 0.0% | 1%
CN(Cc1cccnc1)C(=O)CNC(=O)c1ccc(Cl)cc1Cl | 2 | -2% | 0% | 3 | 0% | 3% | -2% | 2 | ? | -0.9% | 8%
Cc1cccc(C(=O)NC(=S)Nc2cccc3nc(C)ccc23)c1 | 4 | -4% | ? | -1 | 5% | -2% | -6% | -1 | 28 | -0.4% | -2%
O=C(CN(Cc1ccccc1)C(=O)CNS(=O)(=O)c1ccc(F)cc1)NCC1CCCO1 (stereo not given) | 10 | 2% | 2% | -9 | 0% | -2% | . | 0 | -15 | -0.2% | 2%
O=C(CNCc1cccs1)Nc1ccc(S(=O)(=O)N2CCCCC2)cc1 | 6 | 10% | 0% | 29 | 1% | 0% | . | 0 | 4 | -0.1% | 2%
CCOc1ccc(NC(=O)Cn2nnc(C(=O)NCc3ccc4c(c3)OCO4)c2N)cc1 | 9 | 5% | 1% | 1 | 7% | -8% | -6%[0.46 µM] | 0 | 1 | 0.1% | -1%
COc1ccc(/C=C(\NC(=O)c2ccccc2)C(=O)NCCN2CCOCC2)cc1OC | -5 | 5% | 1% | -7 | 2% | -5% | . | 1 | -20 | -0.2% | 2%
CCOc1ccccc1N(C(=O)c1snc(C(N)=O)c1N)C(C(=O)NC1CCCC1)c1cccs1 (stereo not given) | -5 | -1% | ? | 6 | 2% | -11% | . | 0 | 4 | 0.2% | 0%
CCc1ccc(N(C(=O)c2snc(C(N)=O)c2N)C(C(=O)NC2CCCC2)c2ccco2)cc1 (stereo not given) | -1 | 16% | -2% | -5 | 2% | 1% | 11% | 2 | -14 | 0.1% | 2%
CC(C)(CO)CNC(=O)CC1C(=O)NCCN1CC(c1ccccc1)c1ccccc1 (stereo not given) | 3 | -1% | -13% | 1 | 0% | -7% | 0% | -5 | -3 | -0.4% | 8%
